POLI inh: inhibitors of human DNA polymerase iota; Q9UNA4; Pol iota fluorescent replication assay, 10 min; Potency, µM (highest dose often 115 µM), for inactives: at the highest dose activity, negative = inhibition, actives largely listed as inhibitors; 1% of 390,000 active
Target sequence (Q9UNA4 whole entry, looked up): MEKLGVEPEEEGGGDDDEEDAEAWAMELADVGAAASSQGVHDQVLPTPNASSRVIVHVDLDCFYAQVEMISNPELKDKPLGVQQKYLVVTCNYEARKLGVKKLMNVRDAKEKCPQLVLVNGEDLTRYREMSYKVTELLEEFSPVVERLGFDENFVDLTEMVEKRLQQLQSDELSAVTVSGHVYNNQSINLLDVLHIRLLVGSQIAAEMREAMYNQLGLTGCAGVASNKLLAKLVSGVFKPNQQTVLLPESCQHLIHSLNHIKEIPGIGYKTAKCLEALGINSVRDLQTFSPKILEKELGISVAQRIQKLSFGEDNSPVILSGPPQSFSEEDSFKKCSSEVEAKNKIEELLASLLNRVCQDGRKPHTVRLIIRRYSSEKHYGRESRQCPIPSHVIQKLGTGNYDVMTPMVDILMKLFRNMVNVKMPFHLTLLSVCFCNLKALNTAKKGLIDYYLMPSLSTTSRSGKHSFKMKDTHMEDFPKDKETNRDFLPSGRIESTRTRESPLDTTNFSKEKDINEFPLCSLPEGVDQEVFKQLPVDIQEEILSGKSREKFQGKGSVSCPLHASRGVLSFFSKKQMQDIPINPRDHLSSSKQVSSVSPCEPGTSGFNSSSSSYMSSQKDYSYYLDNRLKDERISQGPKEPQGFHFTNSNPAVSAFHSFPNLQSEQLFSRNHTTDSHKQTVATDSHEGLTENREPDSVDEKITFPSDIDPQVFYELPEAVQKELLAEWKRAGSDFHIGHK
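Fluorescent replication assay read twice, at 0 min and 10 min after adding 50 nM (final) substrate. Enzyme (10 nM) and compounds were first incubated 15 min at room temperature; enzyme-free buffer wells were negative controls.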
Anesthetic bind: binds horse apoferritin like a general anesthetic. P02791. apoferritin/1-aminoanthracene competitive binding, fluorescence. 0.074% of 350,000 active. Potency, µM (series often up to 77.5 µM), for the others: at the highest dose activity change, negative = displacement, hits mostly inhibitors; further: on the % scale 0 is the no-effect control and ±100 the full control effect; nearly all actives have a fitted effect of over 20% in size
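In PBS, apoferritin at 10 uM is loaded with 1-AMA from a 50% saturated solution. After 10 min of compound exposure at ambient temperature, reduced 535 nm fluorescence indicates probe displacement.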
Pol eta inh: DNA polymerase eta (human) inhibition; Q9Y253; recombinant Pol eta, fluorescent DNA replication assay; Potency, µM (highest dose often 114 µM), for inactives: at the top dose activity change, negative = inhibition, usual class: inhibitors; 1.2% of 390,000 active; further: on the % scale 0 is the no-effect control and ±100 the full control effect
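Fluorescent replication assay: 50 nM final substrate added after a 15 min room-temperature compound preincubation with 10 nM enzyme. Signal taken at 0 min and again at 10 min.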
G9a block: inhibitors of human histone lysine methyltransferase G9a; 8.8% of 350,000 active; G9a H3K9 monomethylation, AlphaScreen, 2 h; Potency, µM (series often up to 102 µM), for the others: top-dose activity, negative = inhibition, actives largely listed as inhibitors; Q96KQ7; further: on the % scale 0 is the no-effect control and ±100 the full control effect; nearly all actives have a fitted effect of over 75% in size
Target sequence (Q96KQ7 913-1193 limits assumed): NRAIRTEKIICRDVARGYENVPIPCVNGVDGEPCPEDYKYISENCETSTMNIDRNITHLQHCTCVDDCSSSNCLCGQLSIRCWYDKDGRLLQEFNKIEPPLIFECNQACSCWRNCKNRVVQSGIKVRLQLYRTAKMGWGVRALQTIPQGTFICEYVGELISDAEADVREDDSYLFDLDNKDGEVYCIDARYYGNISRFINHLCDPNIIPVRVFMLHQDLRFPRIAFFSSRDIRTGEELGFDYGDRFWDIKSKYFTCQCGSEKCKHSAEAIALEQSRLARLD
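AlphaScreen detection with an anti-monomethyl H3K9 antibody quantified product after a 2 h room-temperature reaction containing 500 nM biotinylated H3K9 peptide, 20 µM SAM and 20 nM enzyme, which had been preincubated 15 min with compound.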
Pol kappa inh: blocks human DNA polymerase kappa activity. Q9UBT6. 0.53% of 400,000 active. purified Pol kappa, fluorescent DNA synthesis assay, 10 min. Potency, µM (highest dose often 107 µM), for inactives: top-dose activity, negative = inhibition, most hits filed as inhibitors; further: on the % scale 0 is the no-effect control and ±100 the full control effect
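10 nM Pol kappa preincubated 15 min at room temperature with compounds, then reaction started with substrate at 50 nM final. Fluorescence read kinetically at 0 and 10 min; buffer-only wells served as negative control.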
APEX1 inh: blocks human APE1 abasic DNA cleavage; recombinant APE1, TAMRA/BHQ-2 abasic DNA cleavage fluorescence; Potency, µM (series often up to 65.8 µM), for the others: at the top dose activity change, negative = inhibition, usual class: inhibitors; 0.35% of 350,000 active; AID 2517;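 further: plate controls were vehicle for no effect and reference inhibitor for full effect; nearly all actives have a fitted effect of over 55% in size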
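APE1 at 0.75 nM preincubated 15 min at room temperature with compound. Reaction then started with 50 nM double-stranded THF-abasic substrate labelled with TAMRA/BHQ-2, and 525/598 nm fluorescence read kinetically. Activity taken as third-minus-first read difference, normalized to DMSO and NSC13755 controls.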
BAZ2B block: BAZ2B (human) inhibition; Q9UIF8; AlphaScreen BAZ2B-H3K14Ac peptide displacement; Potency, µM (highest dose often 114 µM), inactives show at the top dose activity change, negative = inhibition, most hits filed as inhibitors; 4.4% of 360,000 active; AID 504333; further: on the % scale 0 is the no-effect control and ±100 the full control effect; nearly all actives have a fitted effect of over 60% in size
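AlphaScreen displacement: compounds (up to 110uM) incubated 30 min at room temperature with a preformed 50 nM BAZ2B/50 nM biotinylated H3K14Ac peptide complex in PBS pH 7.4 with Tween-20. Donor and acceptor beads at 10 ug/mL final added, 20 min light-protected before reading.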
BLM inh: Bloom syndrome helicase (human) inhibition; P54132; recombinant BLM DNA unwinding, fluorescence dequenching; Potency, µM (top dose mostly 56.1 µM), for inactives: at the top dose activity change, negative = inhibition, actives largely listed as inhibitors; 0.2% of 350,000 active; AID 2528;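 further: plate controls were vehicle for no effect and no enzyme for full effect; nearly all actives have a fitted effect of over 35% in size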
Pol beta inh: DNA polymerase beta (human) inhibition; Potency, µM (series often up to 114 µM), inactives show top-dose activity change, negative = inhibition, usual class: inhibitors; Pol beta primer extension/strand displacement, fluorescence kinetic; 1.3% of 340,000 active; P06746; further: on the % scale 0 is the no-effect control and ±100 the full control effect
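Kinetic readout of DNA synthesis with strand displacement by Pol beta. Compound and 10 nM enzyme sit 15 min at room temperature; 50 nM substrate starts the reaction, read immediately and at 10 min.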
* = called active by the depositor; ? = inconclusive; · = not tested or not shown; & = joins results of further samples; [ ] = another dose, or the depositor's remark. The call rests on the fitted dose curve; in most records, active means well fitted curve in the direction sought with a large enough effect; inconclusive means small, poorly fitted or top-dose-only effect, or another doubt; inactive means no such curve, though single readings can be large; an effect the other way counts as inactive or inconclusive. Potency means the concentration at half of the fitted maximal effect. This is a subset; count on the stated rates, not on these rows.

Letters – A = POLI inh; B = Anesthetic bind; C = Pol eta inh; D = G9a block; E = Pol kappa inh; F = APEX1 inh; G = BAZ2B block; H = BLM inh; I = Pol beta inh
CCCCn1nc(C(=O)NNC(=O)c2ccncc2)c2ccccc2c1=O
  A: 9% | B: -17% | C: -11% | D: 78% | E: 0% | F: 21% | G: -13% | H: -10% | I: -2%
COc1ccc(NC(=O)COC(=O)c2ccc(C)c(S(=O)(=O)N3CCCCC3)c2)cc1
  A: ? | B: · | C: -9% | D: ? | E: -11% | F: -41% | G: 1% | H: · | I: ·
COc1ccc(-n2c(SCc3cccnc3)nc3c(c2=O)SCC3)cc1OC
  A: -9% | B: -4% | C: 3% | D: -33% | E: -9% | F: -5% | G: · | H: -1% | I: -4%
O=C(O/N=C\c1ccc(N2CCCCC2)c([N+](=O)[O-])c1)c1ccc(Cl)cc1Cl
  A: -13% | B: ? | C: -21% | D: 40µM* | E: -5% | F: 2% | G: ? | H: -5% | I: -13%
O=C(CCNS(=O)(=O)c1c(Cl)cccc1Cl)N1CCCC1
  A: 57%[activator] | B: · | C: -22% | D: 29%[59 µM] | E: -3% | F: -9% | G: -4% | H: · | I: ·
COc1cc(C(=O)NNC(=O)c2ccoc2C)cc(OC)c1OC
  A: 7% | B: -6% | C: 3% | D: · | E: -14% | F: -3% | G: -8% | H: 3% | I: -2%
c1cc(CNCC2CCCO2)ccn1 (stereo unspecified)
  A: 14% | B: 0% | C: -12% | D: ? | E: 2% | F: -7% | G: -10% | H: 1% | I: 0%
COc1ccc(Nc2c3c(nc4ccc(NC(=O)c5ccc(F)cc5)cc24)CCCC3)cc1OC
  A: 4% | B: -7% | C: -13% | D: ? | E: -26% | F: · | G: 32µM* | H: -5% | I: 0%
Cc1cccc(NC2SC(=O)N(c3ccccc3)C2=O)c1 (stereo unspecified)
  A: 18% | B: 2% | C: -4% | D: -22%[12.7 µM] | E: -4% | F: 1% | G: 2% | H: -4% | I: -6%
COc1ccc(C(=O)N2CCN=C2SC)cc1
  A: 1% | B: -4% | C: -6% | D: 30% | E: -6% | F: 0% | G: 11% | H: -4% | I: 11%
COc1cc(/C=C(\C#N)c2nc3ccccc3[nH]2)ccc1OCc1cccc(C(F)(F)F)c1
  A: ? | B: ? | C: · | D: 8%[59 µM] | E: -6% | F: · | G: -30% | H: -28% | I: 3.5µM*
Cn1cncc1C#Cc1ccc2c(=O)c3ccccc3oc2c1
  A: 18% | B: · | C: -7% | D: · | E: -1% | F: -15% | G: · | H: · | I: ·
CC(=O)Nc1nc2nc(-c3ccccc3)cc(-c3ccccc3)n2n1
  A: 36%[activator] | B: -15% | C: 0% | D: 26%[2.33 µM] | E: -14% | F: 2% | G: -5% | H: -9% | I: 8%
COc1c2ccoc2c(OC[C@@H](O)C(C)(C)O)c2oc(=O)ccc12
  A: 20% | B: -6% | C: -23% | D: 12% | E: 5% | F: -5% | G: -2% | H: -12% | I: 4%
CCOC(=O)c1cccc(NC(=O)CSc2nnc(-c3ccoc3C)n2CC)c1
  A: ? | B: ? | C: 5% | D: -25% | E: -15% | F: -12% | G: -30% | H: -4% | I: -2%

Entries above that have fluorine (two):
Letters – A = POLI inh; B = Anesthetic bind; C = Pol eta inh; D = G9a block; E = Pol kappa inh; F = APEX1 inh; G = BAZ2B block; H = BLM inh; I = Pol beta inh
COc1ccc(Nc2c3c(nc4ccc(NC(=O)c5ccc(F)cc5)cc24)CCCC3)cc1OC
  A: 4% | B: -7% | C: -13% | D: ? | E: -26% | F: · | G: 32µM* | H: -5% | I: 0%
COc1cc(/C=C(\C#N)c2nc3ccccc3[nH]2)ccc1OCc1cccc(C(F)(F)F)c1
  A: ? | B: ? | C: · | D: 8%[59 µM] | E: -6% | F: · | G: -30% | H: -28% | I: 3.5µM*

(continued)
Letters – A = POLI inh; B = Anesthetic bind; C = Pol eta inh; D = G9a block; E = Pol kappa inh; F = APEX1 inh; G = BAZ2B block; H = BLM inh; I = Pol beta inh
CSc1nc2ccccc2n1Cc1cccc(F)c1
  A: 5% | B: -4% | C: -10% | D: -29%[12.7 µM] | E: -4% | F: -1% | G: 26% | H: -1% | I: -9%
O=C1c2cccc3c(N4CCCCC4)ccc(c23)C(=O)N1c1ccccc1O
  A: ? | B: -2% | C: 0% | D: 0% | E: -6% | F: -7% | G: 9% | H: -11% | I: -2%
Cc1cccc(OCC(=O)NCC(=O)N/N=C/c2cccs2)c1
  A: 28% | B: 8% | C: -19% | D: -30%[59 µM] | E: -14% | F: 18% | G: -9% | H: 4% | I: 28%
N#Cc1c(N)nc(SCc2ccccn2)c(C#N)c1-c1cccs1
  A: ? | B: -7% | C: 0% | D: 5%[12.7 µM] | E: -14% | F: -6% | G: -10% | H: -20% | I: -14%
Cc1cccc(NC(=O)C2CCN(S(=O)(=O)c3ccc4ccccc4c3)CC2)n1
  A: 5% | B: · | C: -13% | D: 3%[0.501 µM] | E: -13% | F: -7% | G: -2% | H: · | I: ·
COC(=O)Cn1c(CCC(=O)O)ccc1-c1ccccc1
  A: 3% | B: 1% | C: -9% | D: ? | E: -3% | F: -3% | G: -36% | H: 3% | I: -20%
CCC1CCCCN1CCCNC(=O)CC1Oc2ccc(C)cc2NC1=O (stereo unspecified)
  A: -22% | B: -6% | C: -10% | D: 32µM* | E: -16% | F: 6% | G: 2% | H: 1% | I: -16%
CCCN1CCN(CCCNC(=O)c2cc3c(=O)[nH]c4ccccc4c3s2)CC1
  A: 15%&9% | B: -14%&-4% | C: -3% | D: -35% | E: 11%&-8% | F: -5% | G: 14% | H: 284%&74%[activator] | I: 25%&6%
CC(C)c1ccc(/C=N/NC(=O)c2ccc(-n3cnnn3)cc2)cc1
  A: 15% | B: · | C: -10% | D: -2% | E: -4% | F: 8% | G: 8% | H: · | I: ·
OCCC1CN(Cc2cc3c(cc2Cl)OCO3)CCN1Cc1ccccc1 (stereo unspecified)
  A: 65%[activator] | B: -6% | C: -22% | D: -27% | E: -6% | F: -4% | G: -9% | H: 3% | I: 17%
COc1ccc(N2C(=O)CSC23C(=O)N(CC(=O)NCc2ccccc2)c2ccccc23)cc1 (stereo unspecified)
  A: 22% | B: -2% | C: -20% | D: -6%[59 µM] | E: -1% | F: · | G: 7%[57.1 µM] | H: -2% | I: 6%
N=c1c2c(-c3ccccc3)c(-c3ccccc3)n(Cc3ccccc3)c2ncn1CCO
  A: -2% | B: -22% | C: -15% | D: -11%[59 µM] | E: -20% | F: -6% | G: 11% | H: -1% | I: -2%
Cc1ccc(C(=O)/C=C/C(=O)O)cc1
  A: ? | B: 8% | C: 1% | D: 10µM* | E: -11% | F: 21% | G: 11% | H: 1% | I: -1%
Cc1nn(CC(=O)N2CCCC2)c(=O)c2nn(-c3ccccc3)c(C)c12
  A: -12% | B: 3% | C: -6% | D: 25% | E: 8% | F: -4% | G: 2% | H: 0% | I: -3%
CCNc1nc(N2CCCCC2)nc(-n2nnc(C(=O)OCC)c2C)n1
  A: 11% | B: 6% | C: 1% | D: 13%[12.7 µM] | E: -24% | F: -2% | G: 5% | H: -2% | I: -24%
O=C(CNc1ccc2ccccc2c1)N/N=C/c1ccncc1
  A: 7% | B: 3% | C: -19% | D: 1.4µM* | E: 4% | F: -10% | G: -20% | H: -2% | I: 9%
CCOCC(=O)Nc1nc2c(s1)C(=O)CC(C)(C)C2
  A: 24% | B: -2% | C: -12% | D: ? | E: -20% | F: -12% | G: -5% | H: -4% | I: -11%
CC(=O)O[C@@]1(C(C)=O)CCC2C3C=C(C)C4=CC(=O)CCC4(C)C3CCC21C (stereo partly specified)
  A: · | B: -7% | C: · | D: -25%[2.33 µM] | E: -6%[60.1 µM] | F: 0% | G: · | H: -1% | I: ·
CCCC(=O)NC(=S)c1c(C)n(C)n(-c2ccccc2)c1=O
  A: 254%[activator] | B: -14% | C: -3% | D: 45µM* | E: -14% | F: 3% | G: -4% | H: -13% | I: -9%
CC1(C)CC(=O)C(C=NCCN2CCN(C(=S)Nc3cccc(Cl)c3)CC2)=C(O)C1
  A: 31%[activator] | B: -9% | C: -21% | D: -2%[0.501 µM] | E: -2% | F: 29% | G: -10% | H: -3% | I: 0%
CC(=NCCCn1ccnc1)c1c(C)[nH]n(-c2ccc([N+](=O)[O-])cc2)c1=O
  A: 9% | B: -11% | C: -8% | D: -33% | E: -6% | F: 1% | G: -27% | H: 1% | I: 1%
CCOP(=O)(OCC)C(NCc1ccccc1)c1ccc(Br)cc1 (stereo unspecified)
  A: 8% | B: -12% | C: -3% | D: 15%[12.7 µM] | E: -9% | F: 1% | G: -34% | H: -3% | I: -2%
COC(=O)c1cc(OC)c(OC)cc1NC(=O)Nc1ccccc1F
  A: 71%[activator] | B: -7% | C: -14% | D: 8% | E: -2% | F: 2% | G: 2% | H: -1% | I: -2%
O=C(CN1C(=O)NC2(CCCC2)C1=O)N1CCc2ccccc2C1
  A: 11% | B: -15% | C: -20% | D: 23% | E: -1% | F: -9% | G: -4% | H: -5% | I: -8%
Cc1nnc(NC(=O)C23CC4CC(CC(C4)C2)C3)s1
  A: 4% | B: -4% | C: -7% | D: -10%[2.33 µM] | E: 13% | F: 21% | G: 3% | H: 1% | I: 3%
COc1ccc(C)cc1NC(=O)C(C)N1CCOCC1 (stereo unspecified)
  A: 19% | B: -3% | C: -21% | D: · | E: -1% | F: 2% | G: -7% | H: 0% | I: 0%
Cc1ncc([N+](=O)[O-])n1S(=O)(=O)c1cc(Br)ccc1Br
  A: ? | B: -7% | C: 0% | D: ? | E: -14% | F: 55%[activator] | G: ? | H: -9% | I: 1%
O=C(NC1CCCC1)C1=COCCO1
  A: 5% | B: -8% | C: 0% | D: -2%[59 µM] | E: -8% | F: 17% | G: -4% | H: 1% | I: -14%
COC(=O)C1=C(C)NC2=C(C(=O)CC(C)(C)C2)C1c1ccsc1 (stereo unspecified)
  A: -16% | B: 51%[activator] | C: -2% | D: 9%[59 µM] | E: -4% | F: 10% | G: 1% | H: 2% | I: 19%
CCCCCOC(=O)C(C)c1c(C)[nH]c(=S)[nH]c1=O (stereo unspecified)
  A: 13% | B: -7% | C: -19% | D: 71µM* | E: -1% | F: 0% | G: 12% | H: 2% | I: -29%
CCC(=O)c1ccc(OC(=O)/C=C/c2cc(OC)c(OC)c(OC)c2)cc1
  A: 21% | B: -9% | C: -14% | D: 11% | E: 7% | F: 28% | G: -13% | H: -1% | I: 0%

Source: PubChem (National Center for Advancing Translational Sciences (NCATS))
